# Source: PubChem BioAssay (Icahn School of Medicine at Mount Sinai)
# ROC1-CUL1 inh: human ROC1-CUL1 E3 ligase inhibition | in vitro K48 di-Ub FRET, acceptor:donor ratio, 45 min | P62877+Q13616 | inhibition, % at 10 µM | 140,000 compounds, 0.6% hits; in the data active means inhibition above about 25%
# Target sequence (P62877 whole entry, looked up): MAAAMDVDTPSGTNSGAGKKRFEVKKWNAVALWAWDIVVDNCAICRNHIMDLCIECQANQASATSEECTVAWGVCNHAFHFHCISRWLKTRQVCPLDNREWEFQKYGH
# Target sequence (Q13616 whole entry, looked up): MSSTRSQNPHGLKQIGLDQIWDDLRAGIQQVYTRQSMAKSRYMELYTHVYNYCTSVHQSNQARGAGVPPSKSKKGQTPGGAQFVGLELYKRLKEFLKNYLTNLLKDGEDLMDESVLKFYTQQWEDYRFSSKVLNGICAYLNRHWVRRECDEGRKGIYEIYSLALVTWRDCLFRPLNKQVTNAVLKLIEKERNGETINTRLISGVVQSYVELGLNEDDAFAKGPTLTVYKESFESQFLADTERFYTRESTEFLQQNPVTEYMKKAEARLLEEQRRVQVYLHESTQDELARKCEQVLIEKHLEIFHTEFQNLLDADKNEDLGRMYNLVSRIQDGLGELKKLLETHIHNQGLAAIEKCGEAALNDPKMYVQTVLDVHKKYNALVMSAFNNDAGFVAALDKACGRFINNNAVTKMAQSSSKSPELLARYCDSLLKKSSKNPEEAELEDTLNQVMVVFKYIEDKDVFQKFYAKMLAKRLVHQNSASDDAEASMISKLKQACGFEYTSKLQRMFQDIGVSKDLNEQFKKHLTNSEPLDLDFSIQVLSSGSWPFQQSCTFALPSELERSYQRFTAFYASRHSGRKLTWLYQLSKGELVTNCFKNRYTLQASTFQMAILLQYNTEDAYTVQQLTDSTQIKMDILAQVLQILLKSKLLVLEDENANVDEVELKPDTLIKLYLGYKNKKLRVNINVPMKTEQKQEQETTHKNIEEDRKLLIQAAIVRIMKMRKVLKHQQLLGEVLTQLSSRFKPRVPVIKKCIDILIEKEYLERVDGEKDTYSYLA
# An asterisk follows results filed as active.
mol	ROC1-CUL1 inh
CC(C)(C)NC(=O)N1CCC(N2CCCC(C(=O)NC3CC3)C2)CC1 (configuration not stated)	4
COc1ccc(-c2c(C)nn3c(C(F)(F)F)cc(C)nc23)cc1OC	-3
COc1ccccc1CCNC(=O)C1CCN(c2nc3ccccc3nc2C(F)(F)F)CC1	-9
O=C(O)CSc1n[nH]c(-c2ccc(Cl)cc2)n1	6
CCOC(=O)C1=C(C)N=c2s/c(=C\c3cc(OC)ccc3OC)c(=O)n2C1c1ccc2c(c1)OCO2 (configuration not stated)	0
O=C(CSc1nc2sc3c(c2c(=O)n1-c1ccccc1)CCC3)NC1CCCCC1	4
O=C(Nc1c(F)c(F)c(F)c(F)c1F)C1CCCO1 (configuration not stated)	1
COC(=O)c1sc(C)cc1OC(=O)c1ccc(OC)cc1	1
CCOc1cccc(-n2c(C)c(C)n3c4c(=O)n(CC)c(=O)n(C)c4nc23)c1	7
CC1CN(Cc2nc3ccccc3n2C)Cc2cc(Cl)ccc2O1 (configuration not stated)	-8
O=C(c1nc2ccccn2c1CNCCc1cccc(Cl)c1)N1CCOCC1	6
Cc1[nH]c2ccccc2c1/C=N\NC(=O)c1ccco1	-3
O=C(CCN1N=C(c2ccccc2)CCC1=O)NCCc1ccc(Cl)cc1	-7
Cc1ccc(-c2cn3c(n2)sc2cc(C(=O)NCc4cccs4)ccc23)c(C)c1	-2
Cc1cccc(NC(=O)N2CCC(C(N)=O)(N3CCCCC3)CC2)c1	6
CSCCNC(=O)C1CC(Cc2ccc(F)cc2)=NO1 (configuration not stated)	-3
COc1ccc(C(F)(F)F)cc1NC(=O)c1cc(S(=O)(=O)N2CCCCC2)c(Cl)cc1Cl	-12
CC(CNC(=O)c1cc2ccccn2n1)c1ccccc1 (configuration not stated)	7
N#CC1CCCc2c1[nH]c1ccc(Br)cc21 (configuration not stated)	13
CC(NS(=O)(=O)Cc1cccc(Cl)c1)c1ccccc1 (configuration not stated)	1
COC(=O)c1ccc(N=NC(C(C)=O)C(=O)Nc2ccc3[nH]c(=O)[nH]c3c2)c(C(=O)OC)c1 (configuration not stated)	1
Cc1cc(C)n(C(=O)c2nn(C)cc2I)n1	-2
Cc1cc(Nc2ccc(F)cc2)n2c(nc3ccccc32)c1C#N	-4
C=CCN1C(=O)NC(=O)/C(=C\c2cccc(OCC(=O)O)c2)C1=O	-7
CCOc1ccc(C(=O)c2cn(CC(=O)Nc3cccc(OC)c3)c3cc4c(cc3c2=O)OCCO4)cc1	-5
COc1ccc(-c2ccc3c(N)c(C(=O)Nc4cccc(Br)c4)sc3n2)cc1	2
CCOC(=O)c1cnn(-c2cc(Oc3ccccc3OC)ncn2)c1C	-2
O=S(=O)(Cc1ccc(F)cc1)N1CCN(Cc2ccccc2)CC1	9
Cc1nnsc1C(=O)N1CCCC(CO)(CCc2ccccc2)C1 (configuration not stated)	5
COc1ccc(N2C3=C(C(=O)CC(C)(C)C3)C(c3cnn(C)c3)C3=C2CC(C)(C)CC3=O)cc1	5
O=C(NC1CCCCC1)c1nc2ccccc2c(=O)o1	5
CC(C)CCNC(=O)c1ccc(Cl)cc1	5
N#CCCn1c(=S)oc2ccccc21	7
O=C(CCc1nnc(Cc2ccc3c(c2)OCO3)o1)NC1CCc2ccccc21 (configuration not stated)	2
CC(C)NS(=O)(=O)c1cccc2nonc12	-9
Cc1ccc(NC(=O)CSc2nc3c(sc4nc(C)cc(C)c43)c(=O)n2-c2ccccc2)cc1	8
Cc1ccc(NC(=O)CSc2nnc(-c3ccc(N)cc3)n2C)cc1	4
O=C1c2ccc(Oc3ccc(Cl)cc3)cc2C(=O)N1c1cccc(-c2cnc3ccccc3n2)c1	4
CCCCC(CC)C(=O)Nc1ccc(C)c(O)c1 (configuration not stated)	5
CC(Cn1cncn1)NC1CCN(c2cccc(N3CCCC3=O)c2)CC1 (configuration not stated)	1
O=C1C=C(c2ccccc2)OC(c2ccccc2)C1=NC(=O)c1ccccc1 (configuration not stated)	2
O=c1c2ccccc2nc(-c2ccco2)n1/N=C/c1ccco1	2
O=[N+]([O-])c1cnc(Oc2cccc(C(F)(F)F)c2)s1	4
CC(=O)c1snc(C(N)=O)c1N	11
COc1ccc(OC2CCN(C(C)=O)CC2)c(C(=O)N(C)Cc2ccc3nccnc3c2)c1	2
O=C(O/C(=C1/CCCCC1N1CCOCC1)c1ccccc1)c1ccccc1 (configuration not stated)	-8
COC(=O)CCC(=O)NNC(=O)CCC(=O)NCc1ccccc1	1
CCN1CCN(S(=O)(=O)c2ccccc2F)CC1	0
O=C1C2C3CC(C4SC34)C2C(=O)N1c1ccccc1 (configuration not stated)	-8
Fc1ccc(-c2nnn3c2nc(NCc2ccccc2)c2ccccc23)cc1	-3

# (next part)
mol	ROC1-CUL1 inh
CCN(CC)C(=O)Cn1c(=O)n(Cc2ccc(C(=O)NCc3ccc(C)cc3)cc2)c(=O)c2ccccc21	7
CC(C)CNS(=O)(=O)Cc1ccc(Cl)cc1	-4
O=C(Nc1ccnn1C1CCN(C2CSCCSC2)CC1)C1CCCC1	7
Cc1ccc(NC(=O)N2CCN(c3nnc(C)c4c(C)n(-c5ccccc5)nc34)CC2)c(Cl)c1	-2
NC(=O)c1c(NC(=O)CCCC(=O)O)sc2c1CCCCCC2	-8
CC(C)CCNC(=O)CSc1nc2ccccc2nc1Cc1ccc(Cl)cc1	-9
COc1cccc(CCNC(=O)C2C(=O)N=C3C(C)=CC=CN3C2=O)c1 (configuration not stated)	5
CN(C)c1ccc(CNC(=O)CN2C(=O)C3CCCCN3c3ccc(C(=O)N4CCCC4)cc32)cc1 (configuration not stated)	-1
O=C(CCC1CCCN(C(=O)CCCn2cncn2)C1)NCc1ccccc1Cl (configuration not stated)	2
COc1ccc(CNC(=O)C2(c3cccs3)CCOCC2)cc1	-9
COc1cc(CNC(C)C)cc(Br)c1OC	2
Clc1ccc(OCc2ccccc2)c(/C=N/n2cnnc2)c1	2
O=C1CCC(CCC(=O)N2CCCC(OCc3ccccc3)C2)(Cc2cccs2)N1 (configuration not stated)	6
O=C(c1ccco1)c1coc2ccc(O)cc12	-3
O=C(CCC(F)(F)F)N1CCC(C2CCN(c3ncccn3)CC2)C1 (configuration not stated)	-5
Cc1c(C)c2ccccn2c1Cc1c(C)c(C)c2ccccn12	-5
N=C(CC(=O)/C=C/c1ccco1)C(F)(F)F	9
O=C(Nc1ccc(N2CCN(c3ccc(O)cc3)CC2)cc1)Oc1ccccc1	8
CN(CC1COCCO1)c1nc2nonc2nc1N1CCCC1 (configuration not stated)	-6
COc1ccccc1C(=O)Nc1cc(-c2ccc(C)cc2)no1	-8
COc1cc(NC(=S)NC2CC2)c(OC)cc1Cl	-5
C[C@@H]1C(NC(=O)c2ccccc2)CC2CC1C2(C)C (some centres not stated)	3
CCOC(=O)c1ccc(NCc2ccncc2)cc1	-4
Cc1ccc(Cl)cc1N1CCN(C(=O)c2ccc3c(c2)N(Cc2ccccc2F)C(=O)c2ccccc2S3(=O)=O)CC1	2
COc1cccc(-c2cc(C(=O)Nc3ccc(F)cc3)[nH]n2)c1	0
COc1c(Cl)cc(Cl)cc1CC1=NC(=S)N(C)C1=O	-4
Cc1cccc(C(=O)NC2(C(F)(F)F)NC(=O)N(c3ccc(OC(F)(F)F)cc3)C2=O)c1 (configuration not stated)	-7
CC1(C(=O)Nc2nn[nH]n2)CC1(Br)Br (configuration not stated)	-9
CCN1CCCC1CNCc1ccc(SC)cc1 (configuration not stated)	0
CC(C)[C@H](N[C@@H](C)c1ccccc1)c1c(O)ccc2ccccc12	1
COc1ccc(C(C)n2c(C)c3c(C)nnc(C)c3c2C)cc1 (configuration not stated)	-4
CCOC(=O)c1c(-c2ccccc2)csc1NC(=O)c1cc(-c2ccc(Br)cc2)on1	-1
CCOc1ccc2c(c1)-c1c(ssc1=Nc1ccc(C(C)C)cc1)C(C)(C)N2	0
Cc1nc(-n2nc(C)c(CCC(C)C)c2C)sc1C(=O)Nc1ccc(Cl)cc1	-8
CC1CS/C(=C(/C(=O)/C=C/c2ccco2)C(=O)c2ccccc2)S1 (configuration not stated)	3
O=C(NNC(=O)c1ccc(Cn2cc(Cl)cn2)cc1)Nc1ccccc1	-5
COc1ccccc1CNC(=O)c1cc2c(=O)n(Cc3cccs3)ccc2nc1C	1
CCn1nc(C)cc1-c1nnc2sc(Cc3c(F)cccc3Cl)nn12	5
CC(C)/C=C/CN1CCOc2ccc(C(O)Cc3ccccc3)cc2C1 (configuration not stated)	-3
CC1(C)CC(NC2CCN(c3cccc(NC(=O)c4cccc(C(F)(F)F)c4)c3)CC2)CCO1 (configuration not stated)	2
CCn1c(C)cn2c3c(=O)n(CCc4ccccc4)c(=O)n(C)c3nc12	-1
O=c1c(N2CCCCC2)csc2ccc(F)cc12	6
Cc1cccc(NC(=O)C2CCCN(S(=O)(=O)c3c(C)noc3/C=C/N(C)C)C2)c1C (configuration not stated)	-1
Cc1nc(N2CCOCC2)c2c(C(=O)NCc3ccc(Cl)cc3)c(C)oc2n1	0
CCOCCn1c(=O)c2c(nc3n(-c4ccc(F)cc4)c(C)c(C)n23)n(C)c1=O	7
CCCCOc1ccc(C2C(C(=O)c3cccs3)C(=O)C(=O)N2Cc2ccco2)cc1 (configuration not stated)	5
COc1cc(NC(=O)c2cc(C3CC3)nc3c2c(C)nn3-c2ccc(C)cc2)cc(OC)c1	11
CC1CCc2c(sc(NC(=O)C(C(C)C)N3C(=O)c4ccccc4C3=O)c2C(N)=O)C1 (configuration not stated)	-3
O=C(CN1CCOC1=O)NC1CCCN(CCCc2ccccc2)C1 (configuration not stated)	9
O=c1oc2ccc(NS(=O)(=O)c3ccc(Cl)cc3)cc2s1	2

# 3 compounds already listed, arranged by formula weight, falling.
mol	ROC1-CUL1 inh
COc1cc(NC(=O)c2cc(C3CC3)nc3c2c(C)nn3-c2ccc(C)cc2)cc(OC)c1	11
CCOc1ccc2c(c1)-c1c(ssc1=Nc1ccc(C(C)C)cc1)C(C)(C)N2	0
CC1CS/C(=C(/C(=O)/C=C/c2ccco2)C(=O)c2ccccc2)S1 (configuration not stated)	3

# Back to the main list, starting 5 compounds before the break.
mol	ROC1-CUL1 inh
CCCCOc1ccc(C2C(C(=O)c3cccs3)C(=O)C(=O)N2Cc2ccco2)cc1 (configuration not stated)	5
COc1cc(NC(=O)c2cc(C3CC3)nc3c2c(C)nn3-c2ccc(C)cc2)cc(OC)c1	11
CC1CCc2c(sc(NC(=O)C(C(C)C)N3C(=O)c4ccccc4C3=O)c2C(N)=O)C1 (configuration not stated)	-3
O=C(CN1CCOC1=O)NC1CCCN(CCCc2ccccc2)C1 (configuration not stated)	9
O=c1oc2ccc(NS(=O)(=O)c3ccc(Cl)cc3)cc2s1	2
C/C(Cl)=C/Cn1c(SCc2ccccc2Cl)nc2c1c(=O)[nH]c(=O)n2C	-6
C=CCC(O)(CC=C)C(C)NC(=O)CCC1(Cc2ccc3ccccc3c2)CCC(=O)N1 (configuration not stated)	2
CCOc1ccccc1CNC(=O)C1CCN(S(=O)(=O)c2c(C)noc2/C=C/c2ccccc2F)CC1	-1
Cc1cc2c(cc1S(=O)(=O)N1CCC(C)CC1)OCC(=O)N2	2
CC(=O)Nc1cccc(Nc2c([N+](=O)[O-])cc(C(=O)O)cc2[N+](=O)[O-])c1	7
Cc1nc2cc(S(=O)(=O)NC3CCCCCCC3)ccc2s1	2
Cc1ccc(OCC(=O)NCc2ccccn2)c(C)c1	0
Cc1cccc(N2CCN(C(=O)c3ccc(NC(=O)c4nsc5ccccc45)cc3)CC2)c1C	-5
Cc1cccc(-n2c(SCC(=O)Nc3ccccc3Cl)nc3n[nH]c(C)c3c2=N)c1	6
Cc1ccc(-n2c(=O)c3c(cnn3C)n(CC(=O)Nc3cccc(Cl)c3)c2=O)cc1	-4
Cc1cccc(NS(=O)(=O)c2ccc(Cl)cc2)c1C	14
Fc1ccc(CN2CCN(Cc3cn4ccccc4n3)CC2)cc1	2
CCCN=C1N/C(=C\c2ccccc2)C(=O)N1c1ccc(C)cc1	4
CN=C1S/C(=C\c2cccn2-c2ccc(C)c(Cl)c2)C(=O)N1C	-12
COc1ccc(C=NC2=NN=C(c3ccc(Cl)cc3)C(C)S2)cc1 (configuration not stated)	8
CC(=O)c1cccc(NC(=O)CCc2nc3cccnc3n2Cc2cccs2)c1	-5
Cc1c(Cl)cccc1NC(=O)c1ccc2c(c1)CCCN2S(C)(=O)=O	0
CC(=O)c1ccc(N2CCN(S(=O)(=O)c3ccc(-c4cc(C)no4)s3)CC2)cc1	-1
O=C(Nc1cc(C(F)(F)F)ccc1N1CCOCC1)c1cc(-n2cnnc2)ccc1Cl	-12
Cc1ccc(C(=O)COC(=O)C(CC(C)C)NC(=O)C2CCC(C)CC2)cc1 (configuration not stated)	7
CCOc1ccc(C(=O)/C=C/c2cn(CC(O)CN3CCCCCC3)c3ccccc23)cc1 (configuration not stated)	-1
CCCOc1ccc(-c2nc3cc4nc5ccccc5[nH]c4cc3n2)cc1OC	-4
Nc1c(CO)nnn1-c1ccccc1	6
Cc1ccc(-c2ccc(OCC(=O)NCc3ccco3)cc2)cc1	0
CC1=C(C(N)=O)C(c2ccc(O)cc2)N2C(=O)CSC2=N1 (configuration not stated)	-3
CN(C)C=N/C=C1\C(=O)N(c2c(Cl)cccc2Cl)c2ccccc21	2
CCn1cc(S(=O)(=O)c2ccc(OC)cc2)c(=O)c2cc(F)c(N3CCCCCC3)cc21	-9
Cc1ccsc1CN1CCCC(N2CCC(CO)CC2)C1 (configuration not stated)	4
O=c1[nH]c2ccc(Br)cc2c(-c2ccccc2)c1-c1cc(-c2ccccc2)c2ccccc2n1	-1
NC(=O)N(CCC(=O)O)c1cc(Br)c(O)c(Br)c1	-7

# An excerpt, so the mix of outcomes need not match the whole.
